EBNA-1 inhibitor: blocks EBNA-1 binding to DNA. 300,000 tested, 0.34% active. inhibition, % at 14.8 µM. EBNA-1 DNA binding, fluorescence polarization; in the data active means inhibition above about 28%
PREPL inh: human PREPL enzyme inhibition; recombinant PREPL, fluorescence polarization activity-based probe; inhibition, % at 5.96 µM; Q4J6C6; 320,000 tested, 0.68% active; in the data active means inhibition above about 43%;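 further: 0% = enzyme with DMSO and 100% = wells lacking enzyme; many of its hits are not listed in these tables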
Target sequence (Q4J6C6 whole entry, looked up): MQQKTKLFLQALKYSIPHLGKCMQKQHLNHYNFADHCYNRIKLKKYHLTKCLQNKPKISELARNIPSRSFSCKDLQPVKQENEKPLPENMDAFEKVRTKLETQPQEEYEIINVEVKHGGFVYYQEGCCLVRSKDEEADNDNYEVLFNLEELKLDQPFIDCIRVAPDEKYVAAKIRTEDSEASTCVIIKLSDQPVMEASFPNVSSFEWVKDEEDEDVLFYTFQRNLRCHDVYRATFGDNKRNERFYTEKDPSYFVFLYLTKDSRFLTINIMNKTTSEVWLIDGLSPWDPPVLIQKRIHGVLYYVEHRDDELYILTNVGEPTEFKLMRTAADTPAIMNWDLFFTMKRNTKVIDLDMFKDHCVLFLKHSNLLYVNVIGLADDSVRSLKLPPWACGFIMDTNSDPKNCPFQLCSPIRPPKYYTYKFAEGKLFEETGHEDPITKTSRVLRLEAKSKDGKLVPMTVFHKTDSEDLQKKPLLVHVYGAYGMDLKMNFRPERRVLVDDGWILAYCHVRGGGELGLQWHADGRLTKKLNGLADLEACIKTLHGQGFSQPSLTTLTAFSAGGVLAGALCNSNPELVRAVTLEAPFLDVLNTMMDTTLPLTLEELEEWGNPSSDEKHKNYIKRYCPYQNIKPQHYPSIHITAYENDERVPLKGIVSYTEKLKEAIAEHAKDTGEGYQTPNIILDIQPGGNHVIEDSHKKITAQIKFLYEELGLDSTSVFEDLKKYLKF
PAFAH1B2 FP inh: inhibitors of human PAFAH1B2 | P68402 | inhibition, % at 3.39 µM | recombinant PAFAH1B2, FP-rhodamine activity probe, fluorescence polarization | 340,000 tested, 1.2% active;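 active means inhibition above the mean of all tested compounds plus 3 SD, cut at about 24% in these data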;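 further: 0% = enzyme with DMSO and 100% = wells lacking PAFAH1B2; many of its hits are not listed in these tables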
ZTA DNA inh: blocks Epstein-Barr virus ZTA, an EBNA-1 counter-screen; P03206; ZTA-DNA binding, fluorescence polarization; inhibition, % at 11 µM; 320,000 tested, 0.15% active; in the data active means inhibition above about 33%
LYPLA2 counter: blocks human lysophospholipase 2, a PME1 counter-screen | O95372 | recombinant LYPLA2, FP-Rh probe fluorescence polarization | inhibition, % at 5.9 µM | 320,000 tested, 0.38% active | AID 2177;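 active means inhibition above the screen-wide mean plus 3 SD, limit set per campaign, cut at about 26% in these data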;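 further: 0% = LYPLA2 with DMSO and 100% = wells lacking LYPLA2 enzyme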
PAFAH1B3 FP inh: PAFAH1B3 (human) inhibition; AID 492972; 340,000 tested, 0.28% active; Q15102; recombinant PAFAH1B3, FP-rhodamine probe, fluorescence polarization; inhibition, % at 3.39 µM;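 active means inhibition above the screen-wide average of all tested compounds plus 3 SD, cut at about 25% in these data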;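 further: 0% = enzyme with DMSO only and 100% = wells lacking PAFAH1B3 protein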
pPAFAH inh: pPAFAH (human) enzyme inhibition | Q13093 | recombinant pPAFAH, FP-rhodamine probe fluorescence polarization | inhibition, % at 3.39 µM | 330,000 tested, 1.5% active | AID 463082;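 active means inhibition above the mean inhibition across the screen plus 3 SD, cut at about 25% in these data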;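 further: inhibitors block binding of the rhodamine activity-based probe so polarization drops; 0% = enzyme with DMSO and 100% = wells lacking pPAFAH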
PAFAH2 inh: PAFAH2 (human) inhibition | Q99487 | 340,000 tested, 0.99% active | inhibition, % at 3.39 µM | recombinant PAFAH2, FP-rhodamine activity probe, fluorescence polarization | AID 492956;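 active means inhibition above the mean over all tested compounds plus 3 SD, cut at about 30% in these data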;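 further: inhibitors block probe labeling of enzyme so polarization drops; 0% = enzyme with DMSO and 100% = wells lacking PAFAH2 protein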
LYPLA1 counter: blocks human lysophospholipase 1, a PME1 counter-screen. recombinant LYPLA1, FP-Rh probe fluorescence polarization. 320,000 tested, 0.16% active. inhibition, % at 5.9 µM. AID 2174. O75608;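 active means inhibition above the mean of all tested compounds plus 3 SD, set per campaign, cut at about 14% in these data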;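 further: inhibitors block serine hydrolase probe labeling of LYPLA1 so polarization falls; 0% = enzyme with DMSO and 100% = wells lacking LYPLA1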
Target sequence (O75608 whole entry, looked up): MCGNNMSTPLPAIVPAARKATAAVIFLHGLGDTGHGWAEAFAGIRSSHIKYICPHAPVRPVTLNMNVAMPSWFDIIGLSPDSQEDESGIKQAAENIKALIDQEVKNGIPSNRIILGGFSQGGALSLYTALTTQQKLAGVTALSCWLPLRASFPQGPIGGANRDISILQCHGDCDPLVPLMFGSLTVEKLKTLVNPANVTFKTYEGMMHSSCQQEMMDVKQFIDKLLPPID
Numbers without * were called inactive; / = not tested or not shown. The list is partial; the hit share may differ from the screen's.

SMILES	EBNA-1 inhibitor	PREPL inh	PAFAH1B2 FP inh	ZTA DNA inh	LYPLA2 counter	PAFAH1B3 FP inh	pPAFAH inh	PAFAH2 inh	LYPLA1 counter
CC(=O)Nc1ccc(NC(=O)COC(=O)c2ccccc2SCC(=O)N2CCCC2)cc1	-3	-1	4	-7	7	7	0	10	0
Cc1nc2ccccc2c2oc(C(=O)Nc3ccc(C(C)C)cc3)cc12	20	-18	-12	25	-52	-28	-23	-30	-27
COc1ccc(CN(C)S(=O)(=O)c2nnc(NC(=O)c3cccc(OC)c3)s2)cc1	-5	-7	-4	-6	-7	-2	3	-6	-4
COc1ccc(OC)c(S(=O)(=O)N2CCC(C(=O)NCC3CCCO3)CC2)c1 (stereo unspecified)	-1	13	7	3	-7	0	5	2	3
Cn1c(=O)n(C)c2cc(/C=N/NC(=O)c3cccc(Br)c3)ccc21	6	5	6	-16	-3	5	6	-13	-2
N#Cc1c(NC(=S)NC(=O)C2CCCC2)sc2c1CCCCC2	5	10	1	-5	-24	-2	3	-23	-11
COc1ccc(C(=O)N(Cc2cccs2)C2CCS(=O)(=O)C2)cc1 (stereo unspecified)	-9	6	2	6	1	4	-2	-2	-1
CCC1S/C(=N/N=C/c2ccco2)N(c2ccc(F)cc2)C1=O (stereo unspecified)	6	18	3	-23	2	11	-1	-1	-1
CCNC(=O)CN(CCc1ccccc1)S(=O)(=O)c1ccc(OC)cc1	-1	17	-2	-15	2	2	3	-7	-3
O=C(NCCOc1ccccc1F)c1cc(F)c(F)cc1Cl	14	4	7	-10	2	-1	2	2	-2
CCCCN(CC)CCNC(=O)c1cn(-c2ccc(Cl)cc2)c(=O)c2ccccc12	-1	-97	7	2	-1	12	1	0	-1
C=CCn1c(NC)cc(=O)n(C)c1=O	2	0	0	24	6	-3	2	-2	-2
O=C(O)Cc1sc(-c2ccccc2)nc1-c1cccs1	4	-1	-1	9	-5	2	-2	-3	-2
CCOc1ccc(CCNC(=O)c2ccc3nc(CC)c(CC)nc3c2)cc1	13	-2	1	-9	-1	-1	2	5	-4
Cc1nc(C(=O)NCc2ccccc2)sc1C1(C)CC(c2ccccc2)=NO1 (stereo unspecified)	4	5	-4	-5	3	0	3	2	-5
Cc1c(C(=O)Nc2ccccc2F)sc2ncn(CC(=O)N3CCCCC3)c(=O)c12	-1	11	-3	-17	7	5	-3	0	4
COc1ccc(C=O)cc1Cn1ccnc1C	4	-6	0	26	4	6	4	6	3
CC(=O)N1CCN(C(=O)c2cc(S(=O)(=O)NCc3ccccc3)ccc2C)CC1	12	-5	4	5	0	1	3	2	-2
NC(=O)CC(NC(=O)c1ccccc1)c1ccc(NCCN2CCCCC2)c([N+](=O)[O-])c1 (stereo unspecified)	9	-6	2	4	7	7	3	3	0
S=C(NCCc1ccccc1)N1CCn2cccc2C1c1cccnc1 (stereo unspecified)	-8	3	5	6	-7	2	4	8	0
CCOc1ccccc1NC(=O)CCCNC(=O)c1ccc(Cl)cc1	6	8	4	4	0	6	5	-7	1
CCC(Sc1nnnn1C)C(=O)Nc1ccc(C(C)=O)cc1 (stereo unspecified)	-17	0	-1	3	-1	13	-7	4	0
Cc1ccc2ccc(S(=O)(=O)n3nc(C)cc3C)cc2c1	-16	0	2	14	3	-6	7	5	-2
CCOC(=O)CSc1nc2c(c(=O)[nH]c(=O)n2C)n1CCCc1ccccc1	5	14	1	-11	2	-3	3	-11	-2
CSc1nc2c(c(=O)[nH]c(=O)n2C)n1Cc1ccc(Cl)cc1	0	-5	5	-10	-1	-3	2	2	0
Cc1c(C(=O)N2CCN(C)CC2)oc2c1C(=O)CC(C)(C)C2	-7	7	3	3	-3	12	-6	2	-3
Clc1cccc(CN2CCCCCC2)c1	7	-4	5	27	1	8	2	-5	-1
CCOc1ccc(-n2c(-c3ccccc3)nnc2-c2ccccc2)cc1	14	-8	-4	-1	6	7	7	3	0
N/C(=N\c1nc2ccccc2o1)NC(=O)c1ccc(Cl)cc1	-12	19	2	-14	1	-1	0	7	0
Cc1onc(-c2ccccc2Cl)c1C(=O)N1CCCCC1C (stereo unspecified)	-18	7	5	11	-6	2	-8	6	1
CC(C)c1[nH]nc2c1C(C1C=CCCC1)C(C#N)=C(N)O2 (stereo unspecified)	6	-7	17	-5	1	2	-2	5	-2
Cc1cc(C)nc(SCc2ccccc2C#N)n1	-5	-6	2	-14	-5	7	2	-1	-3
CCN(CC)S(=O)(=O)c1cccc(C(=O)N/N=C/c2ccc(OC)c(O)c2)c1	-4	3	-2	-7	0	10	7	1	-2
Cc1ccc(N(CC(O)CN2CCOCC2)S(=O)(=O)c2ccc3ccccc3c2)cc1 (stereo unspecified)	1	4	1	-18	1	1	5	-4	1
CCOC(=O)CN(C(=O)CSc1nnc(CNc2ccc(F)cc2)n1CC)c1ccc(F)cc1	-3	3	4	11	4	2	-4	6	3
Cc1ccccc1NC(=O)CCN1CCN(CCO)CC1	-14	7	1	-10	2	9	0	-3	-2
S=C1NCCOCCNC(=S)NCCOCCOCCOCCN1	-1	15	0	2	4	5	5	-2	1
CCOC(=O)C1CCN(C(=O)c2cc3cc4ccc(C)cc4nc3o2)CC1	-4	-6	-1	4	7	6	9	-3	4
O=C(Nc1cccc(C(F)(F)F)c1)Nc1ccc(N2CCCC2)c(S(=O)(=O)Nc2ccccc2Cl)c1	-2	7	18	-3	5	12	12	-18	-13
O=C(OCC(=O)c1cccs1)c1cccc(C(=O)OCC(=O)c2cccs2)n1	9	5	-2	-4	1	7	4	3	2

In another format: results already given.
CCOC(=O)C1CCN(C(=O)c2cc3cc4ccc(C)cc4nc3o2)CC1
  EBNA-1 inhibitor: -4
  PREPL inh: -6
  PAFAH1B2 FP inh: -1
  ZTA DNA inh: 4
  LYPLA2 counter: 7
  PAFAH1B3 FP inh: 6
  pPAFAH inh: 9
  PAFAH2 inh: -3
  LYPLA1 counter: 4

O=C(Nc1cccc(C(F)(F)F)c1)Nc1ccc(N2CCCC2)c(S(=O)(=O)Nc2ccccc2Cl)c1
  EBNA-1 inhibitor: -2
  PREPL inh: 7
  PAFAH1B2 FP inh: 18
  ZTA DNA inh: -3
  LYPLA2 counter: 5
  PAFAH1B3 FP inh: 12
  pPAFAH inh: 12
  PAFAH2 inh: -18
  LYPLA1 counter: -13

The listing continues:
SMILES	EBNA-1 inhibitor	PREPL inh	PAFAH1B2 FP inh	ZTA DNA inh	LYPLA2 counter	PAFAH1B3 FP inh	pPAFAH inh	PAFAH2 inh	LYPLA1 counter
S=C(NCc1ccc(Cl)cc1)NC12CC3CC(CC(C3)C1)C2	1	7	13	5	-28	-2	4	-11	-17
O=C(N/N=C/c1cccc(O)c1)c1ccc(NC(=O)c2cccc([N+](=O)[O-])c2)cc1	5	-5	-4	5	-48	-9	-10	6	-39
CCOC(=O)c1cc(CC)sc1NC(=O)c1cc(OCC)c(OCC)c(OCC)c1	-1	5	-2	2	-3	3	3	3	-2
O=C(N/N=C/CCc1ccccc1)c1ccccc1	-7	-4	3	6	6	-7	4	-2	0
Cc1ccc2c(NC(=O)C3CC3)cccc2n1	-8	7	2	7	0	1	-3	-4	-4
Cc1oc(-c2ccc3ccccc3c2)nc1CN(C)C(C)c1ccncn1 (stereo unspecified)	4	16	9	15	-9	4	10	4	-2
COc1ccc(C(=O)NNC2CC(=O)N(Cc3ccccc3)C2=O)cc1OC (stereo unspecified)	10	-3	4	2	-3	-3	6	1	2
Cc1cccc(OCc2n[nH]c(=S)o2)c1C	-19	0	2	-31	15	5	1	11	7
Oc1ccc(-c2cccc(-c3ccc(O)cc3)c2)cc1	-4	-2	4	-10	-8	14	3	-4	-6
COc1cc(C(=O)NNc2nc3cc4c(cc3s2)OCO4)cc(OC)c1OC	-7	21	-1	12	6	12	1	-10	-3
O=C(Cn1cnc2ccccc21)c1ccc(Cl)cc1	-12	9	1	-8	8	6	-2	-3	0
COc1nc(-c2ccccc2)ccc1-c1noc(-c2ccco2)n1	2	5	-3	-11	-11	-6	0	-12	-6
CC(NS(C)(=O)=O)C(c1cccs1)N1CCN(c2ccccc2F)CC1 (stereo unspecified)	11	12	6	0	-1	3	3	4	-1
Cc1cc(C)cc(NC(=S)Nc2cccc3ccccc23)c1	-3	-4	2	3	2	-4	10	-7	1
COc1ccc(NC(=O)Nc2nnc(-c3ccccc3F)s2)cc1	14	2	4	12	-1	4	3	0	-1
COc1ccc(CN2CCNC(=O)C2CC(=O)NCCN2CCCCC2=O)c(F)c1 (stereo unspecified)	-9	11	3	-11	-2	2	0	-5	-3
CCOC(=O)CC(=O)CSc1nc2ccc(OC)cc2cc1C	2	5	6	0	0	3	1	1	0
COc1cc(-c2nc(S(=O)(=O)c3ccccc3)c(N3CCOCC3)o2)cc(OC)c1OC	-3	16	2	-7	7	1	0	-2	-3
O=C(C[n+]1cc(-c2ccc(Cl)cc2)n2c1CCC2)N1c2ccccc2Sc2ccccc21	2	4	7	3	1	6	4	6	-3
CCCSc1ccc([C@H]2N[C@@](Cc3ccccc3)(C(=O)OC)[C@H]3C(=O)N(C)C(=O)[C@@H]23)cc1	/	5	5	/	/	13	1	-1	/
CCC(C(=O)OCC(=O)Nc1ccc(C)c(S(=O)(=O)N2CCOCC2)c1)c1ccccc1 (stereo unspecified)	1	3	10	-1	-6	-2	3	6	-1
O=C(c1ccc(N2CCCC2=O)cc1)N1CCN(c2ccccc2F)CC1	4	0	-3	0	5	0	10	1	-2
O=C(O)c1ccc(NS(=O)(=O)c2ccc3c(c2)C(=O)c2cc(S(=O)(=O)Nc4ccc(C(=O)O)cc4)ccc2-3)cc1	-2	9	0	8	3	4	15	5	-3
CCOc1cc(OCC)c(C(C)=O)cc1OCC	/	-3	2	0	-6	9	-8	6	-3
Cc1cccc(NC(=O)c2ccc3c(c2)C(=O)N(Cc2cccnc2)C3=O)c1C	-3	9	1	-7	13	-3	3	-2	1
S=c1[nH]nc(-c2cc(-c3ccco3)[nH]n2)n1-c1ccccc1	-3	0	0	10	-1	1	4	-5	0
COc1ccc(C(=O)Nc2ccccc2C(=O)Nc2cc(C)ccn2)cc1	1	11	4	-3	-2	0	-3	9	-6
C=C1CC[C@H](O)C/C1=C/C=C1\CCC[C@]2(C)[C@@H]([C@H](C)/C=C/[C@H](C)C(C)C)CC[C@@H]12	0	-12	-1	-5	3	-1	16	6	-2
Cc1ccc(C(C)C)c(OCCN2CCc3ccccc3C2)c1	8	-7	3	2	4	-3	9	-5	1
O=C(CSc1ncccn1)N/N=C/c1ccc2c(c1)OCO2	9	8	0	19	-3	-6	-1	6	0
COc1ccc(CCNC(=O)CN2C(=O)c3ccccc3S2(=O)=O)cc1OC	3	4	-3	-1	0	8	3	-2	-4
CC(NC(=O)CCNC(=O)c1ccco1)c1ccc(F)cc1 (stereo unspecified)	-3	7	10	4	-1	7	1	5	-1
CC12C(=O)N(c3nccs3)C(=O)C1C1C=CC2C1 (stereo unspecified)	3	9	3	-5	6	4	6	3	6
CC(C)(C)C(=O)NC(=S)Nc1ccc(C(F)(F)F)cc1	-10	-2	3	-7	-1	5	0	-1	2
Cc1ccc(OCCNC(=O)C2CC(=O)N(Cc3ccccc3)C2)cc1 (stereo unspecified)	/	0	-1	7	1	-2	1	-4	-1
C=C[C@@]1(C)CCC(/C(C)=C/C=C/C(C)(C)O)C[C@@H]1C(=C)C (stereo partly specified)	/	12	4	/	/	4	0	-3	/
O=C(O)CCC(=O)Nc1sc2c(c1C(=O)Nc1ccccc1)CCCCC2	5	8	1	-8	3	-4	6	-4	-2
COc1ccc(N=c2oc3c(OC)cccc3cc2C(=O)NCc2ccco2)cc1OC	0	0	5	6	1	8	8	0	0

An excerpt from above in order of the pPAFAH inh value, low to high.
smiles,pPAFAH inh
C=C[C@@]1(C)CCC(/C(C)=C/C=C/C(C)(C)O)C[C@@H]1C(=C)C (stereo partly specified),0
COc1ccc(CCNC(=O)CN2C(=O)c3ccccc3S2(=O)=O)cc1OC,3
Cc1ccc(C(C)C)c(OCCN2CCc3ccccc3C2)c1,9

Source: PubChem (The Scripps Research Institute Molecular Screening Center)
